Bioassay records (PubChem BioAssay)
Mtb FBA inh: Mtb FBA enzyme inhibitors, primary screen, biochemical, fluorescence, strain H37Rv; inhibition, % at 1 µM; 360,000 compounds, 2.3% hits; Fructose-bisphosphate aldolase (Mycobacterium tuberculosis (strain ATCC 25618 / H37Rv)), …; purified M. tuberculosis FBA, fluorescence read-out; in the data active = inhibition above about 27%;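 also: 0% = vehicle and 100% = reference inhibitor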
MazF activator: activators of E. coli MazEF toxin-antitoxin RNase, primary screen, biochemical, fluorescence, uHTS; Endoribonuclease toxin MazF (Escherichia coli (strain K12)), P0AE70; FAM/BHQ RNA-DNA oligo cleavage fluorescence, 5 h; activation, % at 20 µM; 350,000 compounds, 0.32% hits; AID 504720, 2011; in the data active = activation above about 50%
FadD28 binding: inhibitors of FadD28 bisubstrate probe binding, primary screen, biochemical, fluorescence polarization, single point; inhibition, % at 12.5 µM; Mycobacterium tuberculosis FadD28 fatty-acid-AMP ligase; AID 588549, 2011; 360,000 compounds, 0.22% hits; in the data active = inhibition above about 8.5%, passing the limit was not always enough; inconclusive = no clear call, values can overlap the other calls
CCHF vOTU inh: CCHFV vOTU protease inhibitors, primary screen, biochemical, Pep-AMC substrate, fluorescence; AID 651958, 2012; inhibition, % at 11.5 µM; Crimean-Congo hemorrhagic fever virus L polyprotein viral ovarian tumor (vOTU) protease …; 370,000 compounds, 0.55% hits; also: 0% = vehicle wells with enzyme and 100% = no enzyme wells
Mtb BioA inh: M. tuberculosis BioA enzyme inhibitors, primary screen, biochemical, plate reader, single point, HTS | 360,000 compounds, 0.096% hits | 7,8-diaminopelargonic acid synthase BioA (Mycobacterium tuberculosis) | purified M. tuberculosis BioA enzyme | inhibition, % at 9.99 µM; in the data active = inhibition above about 40%; inconclusive = no clear call, values can overlap the other calls
DUSP3 inh: VHR1 phosphatase inhibitors, primary screen, biochemical, absorbance, uHTS. recombinant VHR phosphatase, pNPP absorbance. inhibition, % at 13.3 µM. 290,000 compounds, 0.52% hits; in the data active = inhibition above about 50%; also: some compounds called inactive have numbers as strong as hits
Target sequence (P51452 whole entry, looked up): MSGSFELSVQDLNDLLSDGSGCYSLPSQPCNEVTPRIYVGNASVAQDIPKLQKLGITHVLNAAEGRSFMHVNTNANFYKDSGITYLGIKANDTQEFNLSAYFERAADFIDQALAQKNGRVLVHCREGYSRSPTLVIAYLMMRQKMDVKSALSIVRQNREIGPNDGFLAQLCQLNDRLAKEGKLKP
UGM FP inh: M. tuberculosis UGM enzyme inhibitors, primary screen, biochemical, fluorescence polarization, single point | UDP-galactopyranose mutase (Mycobacterium tuberculosis (strain ATCC 25618 / H37Rv)), … | purified UGM, fluorescence polarization probe displacement | inhibition, % at 10 µM | 320,000 compounds, 0.06% hits | AID 504406, 2011; in the data active = inhibition above about 10%, passing the limit was not always enough; inconclusive = no clear call, values can overlap the other calls
Target sequence (P9WIQ1 whole entry, looked up): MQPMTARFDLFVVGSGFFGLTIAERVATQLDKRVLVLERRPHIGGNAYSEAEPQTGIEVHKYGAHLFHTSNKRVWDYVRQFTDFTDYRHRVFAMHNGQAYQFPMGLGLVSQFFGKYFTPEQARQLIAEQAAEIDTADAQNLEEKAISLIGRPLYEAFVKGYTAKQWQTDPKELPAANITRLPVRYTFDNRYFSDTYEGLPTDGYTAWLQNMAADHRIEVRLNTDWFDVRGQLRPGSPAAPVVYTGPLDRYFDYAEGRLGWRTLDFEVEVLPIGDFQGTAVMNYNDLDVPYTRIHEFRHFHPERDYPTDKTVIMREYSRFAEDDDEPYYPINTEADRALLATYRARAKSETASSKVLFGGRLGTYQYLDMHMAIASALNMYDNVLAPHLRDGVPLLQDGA
GDH-TPI inh: GDH-TPI coupling enzyme inhibitors, primary screen, artefact control for M. tuberculosis FBA inhibitor project, biochemical, absorbance, full deck; GDH-TPI coupled enzyme counterscreen, NADH absorbance; inhibition, % at 4.8 µM; 360,000 compounds, 1.2% hits; AID 588335, 2011;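 also: 0% = DMSO wells and 100% = wells lacking the enzyme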
BoNT-F LC inh: BoNT/F light chain protease inhibitors, primary screen, biochemical, flow cytometry, MLPCN library | Botulinum neurotoxin type F light chain protease (Clostridium botulinum) | Multiplex microsphere protease cleavage assay | inhibition, % at 10 µM | 360,000 compounds, 0.22% hits | AID 588497, 2011; in the data active = inhibition above about 35%, passing the limit was not always enough; inconclusive = no clear call, values can overlap the other calls; also: plate controls were buffer without enzyme for full effect and enzyme alone for no effect
Rv3671c inh: Rv3671c serine protease inhibitors, primary screen, biochemical, fluorescence polarization, M. tuberculosis H37Rv | P9WHR9 | inhibition, % at 5.96 µM | 320,000 compounds, 0.048% hits; in the data active = inhibition above about 38%;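 also: extracellular domain of Rv3671c used as enzyme; 0% = enzyme with DMSO and 100% = no enzyme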
Target sequence (P9WHR9 whole entry, looked up, the tested form may be a part): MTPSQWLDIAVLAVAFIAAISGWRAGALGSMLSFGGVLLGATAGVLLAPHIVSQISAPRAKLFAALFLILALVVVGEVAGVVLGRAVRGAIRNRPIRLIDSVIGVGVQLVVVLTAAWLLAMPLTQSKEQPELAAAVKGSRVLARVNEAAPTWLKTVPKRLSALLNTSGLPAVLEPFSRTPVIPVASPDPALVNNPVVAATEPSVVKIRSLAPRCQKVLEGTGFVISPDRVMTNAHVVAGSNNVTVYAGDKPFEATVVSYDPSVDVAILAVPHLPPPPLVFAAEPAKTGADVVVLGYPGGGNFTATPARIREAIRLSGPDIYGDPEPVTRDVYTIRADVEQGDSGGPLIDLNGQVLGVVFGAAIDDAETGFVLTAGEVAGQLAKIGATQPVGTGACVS
Numbers without * were called inactive; u = inconclusive; x = no result given; & = joins results of further samples. Rule as the data show it, unless noted: active = inhibition above about 30%; inactive = the rest.

(1) CCCn1nnnc1SCC(=O)N1C(C)CCCC1C (stereo not drawn)
(2) CN1CCC(N(C)CC(=O)Nc2ccc3c(c2)OC(F)(F)O3)CC1
(3) COc1ccc(C(=O)NC2CCCc3ccccc32)cc1[N+](=O)[O-] (stereo not drawn)
(4) CN(C)S(=O)(=O)c1cccc(NC(=O)Cc2ccc(Cl)cc2)c1
(5) COc1ccc(CNC(=O)CCS(=O)(=O)c2ccc3c(c2)NC(=O)CS3)cc1
(6) CCOc1ccc2ccccc2c1C(=O)N[C@@H]1C(=O)N2[C@@H]1SC(C)(C)[C@@H]2C(=O)O
assay / entry,1,2,3,4,5,6
BoNT-F LC inh,-20,-11,-9,-2,4,-13&1
DUSP3 inh,7,12,21,-7,2,12
Mtb FBA inh,1,3,6,1,1,3&0
UGM FP inh,5.4,-0.8,-0.9,1.4,-0.7,-1.4&1.0
GDH-TPI inh,0,1,3,-9,6,9&3
MazF activator,6,6,4,5,1,4&-2
CCHF vOTU inh,-17,-1,-10,19,20,-2&0
FadD28 binding,-0.2,-11,0.4,-3.2,-0.6,-0.6&-0.9
Rv3671c inh,6,11,-3,-2,-5,5&-3
Mtb BioA inh,-0.1,0.0,-5.2,x,4.7,-1.3&0.1

(7) COc1ccc(N2C(=O)C3C(C2=O)C(C(=O)c2ccccc2)N2CCCC32)cc1 (stereo not drawn)
(8) CC(C)c1cc(=O)n2[nH]c(SCc3ccccc3)nc2n1
(9) O=C1c2ccc(-c3ccc(Cl)c(C(F)(F)F)c3)cc2S(=O)(=O)c2cccc(C(=O)N3CCN(c4ncc(Br)cn4)CC3)c21
(10) CCC(C)NC(=O)c1cnn2c1NC(c1cccs1)CC2C(F)(F)F (stereo not drawn)
(11) Clc1cc2nc3ccccn3c2cc1Cl
(12) CC(C)(C)c1nnc2sc(SCC(=O)N3CCCCC3)nn2c1=O
assay / entry,7,8,9,10,11,12
BoNT-F LC inh,x,6,-1,1,-1,-6
DUSP3 inh,15,10,x,15,30,x
Mtb FBA inh,3,1,0,-2,140*,-4
UGM FP inh,2.6,1.4,3.9,4.1,2.3,0.1
GDH-TPI inh,15,-9,7,-2,12,22
MazF activator,-7,9,-6,7,6,2
CCHF vOTU inh,6,-7,2,0,-83,-5
FadD28 binding,-0.8,-2.3,-0.2,-3.3,0.2,-0.4
Rv3671c inh,-4,5,9,-5,-7,0
Mtb BioA inh,3.0,0.4,0.3,0.4,x,-0.2

The last four entries of the section above come first, to join the parts.
(9) O=C1c2ccc(-c3ccc(Cl)c(C(F)(F)F)c3)cc2S(=O)(=O)c2cccc(C(=O)N3CCN(c4ncc(Br)cn4)CC3)c21
(10) CCC(C)NC(=O)c1cnn2c1NC(c1cccs1)CC2C(F)(F)F (stereo not drawn)
(11) Clc1cc2nc3ccccn3c2cc1Cl
(12) CC(C)(C)c1nnc2sc(SCC(=O)N3CCCCC3)nn2c1=O
(13) CCCNc1cc(=O)n(C)c(=O)n1C
(14) Cc1cc(C)nc(SCc2ccccc2C#N)n1
(15) COc1ccc(C)cc1NC(=O)CNC(=O)c1sc2ccccc2c1Cl
(16) CC1=CC(C)(C)NC(=S)N1c1ccc(C)c(C)c1
(17) COc1ccc(NC(=O)c2ccccc2)cc1NS(=O)(=O)c1ccc(F)cc1
(18) CC(=O)Nc1ccc(S(=O)(=O)N2CCN=C2c2ccccc2)cc1
assay / entry,9,10,11,12,13,14,15,16,17,18
BoNT-F LC inh,-1,1,-1,-6,-12,4,u,-5,-2,12
DUSP3 inh,x,15,30,x,29,-21,x,42,4,-3
Mtb FBA inh,0,-2,140*,-4,3,3,2,5,-5,0
UGM FP inh,3.9,4.1,2.3,0.1,-0.9,-0.1,3.1,-2.7,0.1,-2.0
GDH-TPI inh,7,-2,12,22,0,-8,-4,4,-2,-3
MazF activator,-6,7,6,2,-1,0,-29,2,0,3
CCHF vOTU inh,2,0,-83,-5,2,-10,1,2,0,1
FadD28 binding,-0.2,-3.3,0.2,-0.4,-0.6,-4.9,-0.6,-0.8,-4.9,-3.6
Rv3671c inh,9,-5,-7,0,2,6,2,-2,-5,2
Mtb BioA inh,0.3,0.4,x,-0.2,-0.5,0.9,0.3,-1.4,0.8,0.9

(19) COc1cccc(C=Nc2ccccc2C#N)c1O
(20) Cc1cc(Nc2ccc(Br)cc2)n2nc(C)nc2n1
(21) N#Cc1ccccc1S(=O)(=O)N1CCN(C(=O)[C@@H]2CCCN2C(=O)c2cccs2)CC1
(22) O=C(O)COc1ccccc1/C=N/NC(=O)Cc1ccccc1
(23) Cc1cccnc1NC(=O)C(C)Oc1ccccc1 (stereo not drawn)
(24) COc1ccc(CCNC(=O)Cn2c(=O)[nH]c3ccsc3c2=O)cc1OC
assay / entry,19,20,21,22,23,24
BoNT-F LC inh,-4,-3,-1,-11,-3,-13
DUSP3 inh,-6,1,x,18,-16,17
Mtb FBA inh,2,1,0,1,3,0
UGM FP inh,-2.4,-0.1,3.0,0.5,-1.8,-0.4
GDH-TPI inh,8,-1,-1,12,7,14
MazF activator,8,-3,0,3,0,12
CCHF vOTU inh,-8,0,-11,-12,-3,-11
FadD28 binding,-3.8,4.2,x,-0.3,0.3,0.0
Rv3671c inh,8,9,9,-3,1,4
Mtb BioA inh,0.0,11,2.7,-1.2,-0.2,x

(25) CCOC(=O)C(Cc1ccccc1)C(=O)NCc1ccccc1 (stereo not drawn)
(26) COCCN(Cc1nc2ccccc2c(=O)[nH]1)C(=O)COc1cccc(C(C)=O)c1
(27) CCOc1ccc(-c2nc(CSCC(=O)N3CCN(C(=O)c4ccco4)CC3)c(C)o2)cc1
(28) CN(Cc1ccccc1)C(=O)c1ccc(NC(=O)Cc2cccc([N+](=O)[O-])c2)cc1
(29) COc1ccc2[nH]c3c(c2c1)CNCC3
(30) Cn1cnnc1SCC(=O)Nc1ccc2nc(SCc3ccccc3)sc2c1
assay / entry,25,26,27,28,29,30
BoNT-F LC inh,u,x,4,-2,-28,2
DUSP3 inh,25,x,17,x,x,15
Mtb FBA inh,1,-1,5,-1,-1,-4
UGM FP inh,-1.7,0.0,0.8,-0.4,x,x
GDH-TPI inh,2,-6,-1,1,9,-4
MazF activator,-16,4,8,2,14,0
CCHF vOTU inh,13,-18,1,-8,-1,5
FadD28 binding,0.0,-3.2,-1.8,-5.7,-5.0,-9.4
Rv3671c inh,2,-4,7,-1,x,-32
Mtb BioA inh,-0.8,4.3,0.9,0.1,-0.5,0.3

(31) Cn1c(=O)c2ncn(CC(=O)Nc3ccc(N4CCOCC4)cc3)c2n(C)c1=O
(32) C[C@H](CO)N1C[C@H](C)[C@@H](CN(C)C(=O)Nc2ccc3c(c2)OCO3)Oc2c(NC(=O)Nc3ccccc3)cccc2C1=O
(33) C/C(=N\OCC(=O)Nc1ccccc1C(C)(C)C)c1ccc2c(c1)OCCO2
(34) O=[N+]([O-])c1cc2c(cc1/C=N/n1c(-c3ccccn3)n[nH]c1=S)OCO2
(35) Cc1cc(C(C)(C)C)ccc1OCCCCN1CCCC1
(36) CC1(C)Cc2nc3oc4c(NCCCN5CCOCC5)ncnc4c3cc2CO1
assay / entry,31,32,33,34,35,36
BoNT-F LC inh,-3,-11,1,-12,-4,u
DUSP3 inh,15,x,-10,5,-2,9
Mtb FBA inh,-4,-1,0,0,1,13
UGM FP inh,0.3,-2.2,-1.9,0.4,-1.3,-1.7
GDH-TPI inh,-7,10,8,5,0,9
MazF activator,5,6,2,-6,8,1
CCHF vOTU inh,-6,8,9,-2,-13,-19
FadD28 binding,-4.3,0.3,-0.7,-0.7,-2.2,-2.3
Rv3671c inh,6,-2,-1,-4,11,8
Mtb BioA inh,-0.3,0.8,-0.8,x,x,0.0

(37) Cc1cccn2c(=O)c3cc(C(=O)N4COCC4(C)C)n(Cc4ccccc4)c3nc12
(38) COc1ccc(C(=O)Nc2nc(CC(=O)NCc3ccc(F)cc3)cs2)cc1
(39) CC(C)n1c(CN2CCN(C)CC2)nc2c1c(=O)n(C)c(=O)n2C
(40) O=C1CCC(C(=O)N2CCN(c3ccccc3)CC2)CN1CC1CCCCC1 (stereo not drawn)
(41) COc1ccc(-n2cc(CNCc3cccnc3)c(-c3cccc(F)c3)n2)cc1
(42) CCOC(=O)C1=C(O)/C(=C/c2ccc(CNC(=O)C(=O)Nc3ccc(C)cc3)o2)N=C1C
assay / entry,37,38,39,40,41,42
BoNT-F LC inh,-6,-11,0,1,-13,-9
DUSP3 inh,x,x,x,12,31,7
Mtb FBA inh,4,-2,1,-1,12,-5
UGM FP inh,-0.5,1.6,2.5,1.5,-0.4,-1.5
GDH-TPI inh,-9,-5,4,1,-6,14
MazF activator,-16,-2,6,-5,14,13
CCHF vOTU inh,-15,-7,-17,-5,-5,19
FadD28 binding,-3.6,-3.9,-2.4,-1.7,-3.6,4.5
Rv3671c inh,2,1,11,-5,3,-4
Mtb BioA inh,x,0.3,0.9,0.6,3.1,x

(43) CC(C)(C)c1cc(C(=O)NNC(=O)c2ccc(Cl)cc2)no1
(44) COc1cc(CN2CCC(Cc3ccccc3)CC2)cc(OC)c1OC
(45) CCCNC(=O)c1ccc(N2CCC3(CC2)CC(c2cccc(Br)c2)=NO3)c(NC(=O)c2ccc(Cl)c([N+](=O)[O-])c2)c1
(46) O=C(NCC1(c2ccccc2)CCCC1)c1ccc(Br)cc1
(47) Cc1ccc(/C=N\NC(=O)/C(=C\Nc2nccc(C)n2)NC(=O)c2ccccc2)cc1
(48) COc1ccc(-c2cc3cc(F)ccc3cn2)cc1
(49) CCC(=O)OCC(=O)Nc1cc(C)c(C)cc1[N+](=O)[O-]
assay / entry,43,44,45,46,47,48,49
BoNT-F LC inh,u,u,-9,-5,1,4,-5
DUSP3 inh,6,-7,x,4,5,x,51*
Mtb FBA inh,0,0,0,-1,-4,20,-2
UGM FP inh,0.5,0.3,-0.1,-0.4,1.6,-1.7,1.0
GDH-TPI inh,9,1,5,9,95*,16,10
MazF activator,2,-2,-7,10,9,1,-1
CCHF vOTU inh,-15,-12,0,11,12,10,2
FadD28 binding,-3.0,-8.5,-1.9,-2.3,-3.7,-2.1,-2.5
Rv3671c inh,2,x,-6,-13,-7,0,-5
Mtb BioA inh,0.0,2.3,-2.7,x,-1.1,-0.4,0.7
